# BoNT A protease: BoNT A light chain protease inhibition | multiplex microsphere protease substrate cleavage, flow cytometry | inhibition, % at 10 µM | actives 0.17% (n = 360,000); in the data active = inhibition above about 30%; inconclusive = no clear call, values can overlap the other calls; note: plate controls were buffer without enzyme for full effect and enzyme alone for no effect
# BioA inh: blocks M. tuberculosis BioA enzyme activity | purified M. tuberculosis BioA enzyme, plate reader | AID 602481 | actives 0.096% (n = 360,000) | inhibition, % at 9.99 µM; in the data active = inhibition above about 40%; inconclusive = no clear call, values can overlap the other calls
# GDH-TPI inh: GDH-TPI coupled enzyme inhibition counter-screen; GDH-TPI coupled enzyme counterscreen, NADH absorbance; actives 1.2% (n = 360,000); inhibition, % at 4.8 µM; AID 588335;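 note: 0% = DMSO wells and 100% = wells lacking the enzyme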
# CCHF vOTU inh: blocks the CCHF virus ovarian tumor domain protease; CCHFV vOTU protease, Pep-AMC fluorescence; inhibition, % at 11.5 µM; actives 0.55% (n = 370,000); AID 651958; note: 0% = vehicle wells with enzyme and 100% = no enzyme wells
# PrPC TRFRET: cell surface PrPC inhibition, primary TR-FRET screen | P04156 | TR-FRET read-out | inhibition, % at 13.8 µM | actives 0.43% (n = 370,000) | AID 720596; in the data active = inhibition above about 24%; note: 0% = median of the test wells and 100% = reference compound wells
# BoNT F protease: inhibitors of Botulinum neurotoxin F light chain protease. actives 0.22% (n = 360,000). AID 588497. inhibition, % at 10 µM. Multiplex microsphere protease cleavage assay, flow cytometry; in the data active = inhibition above about 35%, passing the limit was not always enough; inconclusive = no clear call, values can overlap the other calls; note: plate controls were buffer without enzyme for full effect and enzyme alone for no effect
# FBA Mtb inh: inhibits M. tuberculosis FBA enzyme; purified M. tuberculosis FBA, fluorescence read-out; P9WQA3; actives 2.3% (n = 360,000); inhibition, % at 1 µM; AID 588726; in the data active = inhibition above about 27%;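 note: 0% = vehicle and 100% = reference inhibitor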
# Target sequence (P9WQA3 whole entry, looked up): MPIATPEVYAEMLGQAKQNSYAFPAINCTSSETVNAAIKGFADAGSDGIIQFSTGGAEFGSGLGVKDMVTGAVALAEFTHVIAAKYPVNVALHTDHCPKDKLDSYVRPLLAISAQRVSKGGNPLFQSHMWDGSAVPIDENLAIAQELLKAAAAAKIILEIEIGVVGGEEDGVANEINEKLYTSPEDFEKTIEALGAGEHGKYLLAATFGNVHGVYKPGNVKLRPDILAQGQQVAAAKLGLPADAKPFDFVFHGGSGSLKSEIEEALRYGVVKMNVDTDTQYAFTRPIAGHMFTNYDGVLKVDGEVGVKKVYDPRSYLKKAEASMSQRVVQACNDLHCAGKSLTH
# FadD28 binding: blocks FadD28 binding to the bisubstrate probe; fluorescence polarization; inhibition, % at 12.5 µM; actives 0.22% (n = 360,000); in the data active = inhibition above about 8.5%, passing the limit was not always enough; inconclusive = no clear call, values can overlap the other calls
# Mtb UGM inh: Mtb UDP-galactopyranose mutase inhibition; purified UGM, fluorescence polarization probe displacement; inhibition, % at 10 µM; actives 0.06% (n = 320,000); AID 504406; in the data active = inhibition above about 10%, passing the limit was not always enough; inconclusive = no clear call, values can overlap the other calls
# Target sequence (P9WIQ1 whole entry, looked up): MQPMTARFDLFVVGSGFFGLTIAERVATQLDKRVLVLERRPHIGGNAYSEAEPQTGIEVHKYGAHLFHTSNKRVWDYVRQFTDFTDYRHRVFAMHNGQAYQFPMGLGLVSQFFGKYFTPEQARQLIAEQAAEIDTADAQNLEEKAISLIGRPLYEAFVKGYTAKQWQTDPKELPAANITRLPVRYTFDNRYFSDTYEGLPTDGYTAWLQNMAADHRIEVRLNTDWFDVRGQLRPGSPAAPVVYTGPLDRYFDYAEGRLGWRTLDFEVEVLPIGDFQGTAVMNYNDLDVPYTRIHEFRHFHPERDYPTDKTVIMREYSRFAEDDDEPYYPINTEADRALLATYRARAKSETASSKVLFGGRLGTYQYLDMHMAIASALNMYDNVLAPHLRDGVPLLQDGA
# Numbers without * were called inactive; ? = inconclusive; / = no result given; & = joins results of further samples. Cut-off read from the data, not from the text of the source, unless noted: active = inhibition above about 30%; inactive = the rest.
Structure	BoNT A protease	BioA inh	GDH-TPI inh	CCHF vOTU inh	PrPC TRFRET	BoNT F protease	FBA Mtb inh	FadD28 binding	Mtb UGM inh
COc1ccc(NC(=O)CSc2nnc(C3CCCCC3)n2-c2ccccc2)cc1	-0.7	7.1	-4	-9	3	-23	-2	-2.4	1.2
COc1ccc(C(CNC(=O)CSc2ccccc2C)N(C)C)cc1 (configuration not stated)	5.0	-0.5	-8	-4	-7	-4	1	-0.7	1.8
COc1cc(C(=O)COC(=O)c2ccncc2)cc(OC)c1OC	0.9	1.2	16	-11	-2	-4	5	0.3	-3.1
CCOC(=O)N1CCN(Cc2nc(N)nc(Nc3ccc(C)cc3C)n2)CC1	-0.4	/	-8	20	-10	-5	-5	-4.3	-0.2
CC1=C(C(=O)OCC2CCCCC2)C(c2cccc(O)c2)NC(=O)N1 (configuration not stated)	0.2	4.6	12	/	/	3	-1	-1.1	4.0
O=C(Oc1cccc(Nc2ncnc3ccccc23)c1)c1cccnc1	-1.1	9.7	6	-5	-1	-9	-2	-1.8	-2.3
CC(=O)Nc1cccc(NC(=O)c2cccc(S(=O)(=O)N3CCN(Cc4ccccc4)CC3)c2)c1	/	0.0	-6	22	-2	/	1	-2.7	2.1
CC(=O)Nc1ccc(S(=O)(=O)N2CCCC(C(=O)N3CCN(c4ccccc4)CC3)C2)cc1 (configuration not stated)	-0.3	-0.9	-4	-3	12	-1	3	-2.3	1.9
Cc1ccccc1C(=O)Nc1ccc(C(=O)N/N=C/c2ccncc2)cc1	1.4	/	12	-9	1	9	5	1.6	-0.8
CC(=O)c1c(C)[nH]c(C(=O)COC(=O)Cc2ccccc2F)c1C	-0.9	-3.3	4	-1	5	-4	-1	0.4	1.8
CCn1c(SCC(=O)N2CCCC(C)C2)nnc1-c1ccc(S(=O)(=O)N2CCN(C)CC2)cc1 (configuration not stated)	0.2	-1.8	-7	0	-1	-2	11	-1.7	-2.1
N#C/C(=C/c1ccc(N2CCCCC2)o1)c1cccc(F)c1	2.3	-1.1	9	-8	-13	-18	1	-0.2	-1.6
COC(=O)c1[nH]c(C)c(/C(O)=C2\C(=O)C(=O)N(CCCN3CCOCC3)C2c2ccccn2)c1C (configuration not stated)	-0.4	2.1	13	14	-10	-7	2	0.0	0.9
Cc1cc(NC2CCCCC2)nc(N2CCOCC2)n1	0.9	-2.7	8	0	-1	-2	1	2.0	4.8
Nc1cc(S(=O)(=O)O)cc2ccc(S(=O)(=O)O)cc12	-0.4	-0.4	1	44*	-17	-3	115*	-1.5	/

# Full records from above.
# `Cc1cc(NC2CCCCC2)nc(N2CCOCC2)n1` across the screens: BoNT A protease: 0.9; BioA inh: -2.7; GDH-TPI inh: 8; CCHF vOTU inh: 0; PrPC TRFRET: -1; BoNT F protease: -2; FBA Mtb inh: 1; FadD28 binding: 2.0; Mtb UGM inh: 4.8
# `CC(=O)Nc1cccc(NC(=O)c2cccc(S(=O)(=O)N3CCN(Cc4ccccc4)CC3)c2)c1` across the screens: BoNT A protease: /; BioA inh: 0.0; GDH-TPI inh: -6; CCHF vOTU inh: 22; PrPC TRFRET: -2; BoNT F protease: /; FBA Mtb inh: 1; FadD28 binding: -2.7; Mtb UGM inh: 2.1

# (list continues)
Structure	BoNT A protease	BioA inh	GDH-TPI inh	CCHF vOTU inh	PrPC TRFRET	BoNT F protease	FBA Mtb inh	FadD28 binding	Mtb UGM inh
O=C(CCSc1nnc(-c2ccccc2)o1)N1CCOCC1	0.1	/	4	-1	3	-16	5	-1.2	0.2
COc1ccccc1NC(=O)CN1C(=O)C2(OCCCO2)c2ccccc21	1.9	/	1	/	/	1	-4	-4.3	-2.9
CCOc1ccc(NC(=O)N2CCC(n3nnc4cc(C)ccc43)CC2)cc1	-1.1	0.2	-7	-5	5	-11	-3	-2.4	-0.4
CCOC(=O)N1CCN(C(=O)C2CCCN(S(C)(=O)=O)C2)CC1 (configuration not stated)	-0.3	-1.6	-10	5	-2	-7	-3	-1.7	2.1
Cc1cc(NC(=O)CS(=O)(=O)c2ccc(F)cc2)no1	/	-5.2	0	5	1	/	6	1.4	0.7
COc1cccc(C(=O)NC2CC3CCCC(C2)N3CC(=O)Nc2ccccc2C(F)(F)F)c1 (configuration not stated)	-0.3	-2.6	5	-1	12	-18	-2	-2.3	3.4
C[C@H](CO)N1C[C@H](C)[C@@H](CN(C)Cc2ccncc2)Oc2c(cccc2N(C)C)C1=O	-0.3	-2.7&-0.2	-10	12	-5	1	1	-0.6	-2.2
CCOc1ccccc1NC(=O)C1C2CCC3C(CCC21)C3(Cl)Cl (configuration not stated)	0.3	/	14	7	9	0	4	-3.4	-1.1
Cc1cccc(NC(=O)C2CCN(c3nc(C)cc(C)n3)CC2)c1	-0.5	-1.7	10	3	2	2	6	1.1	3.6
Cc1cc(C)nc(NC(=O)c2cccc([N+](=O)[O-])c2C)n1	-0.1	0.4	7	6	-1	-2	0	-1.0	-0.6
CCOc1ccccc1NC(=O)NCc1ccccc1	-0.2	/	-2	4	6	-2	9	-0.8	-1.6
CC1CN(c2ccc(S(=O)(=O)N3CCOCC3)cn2)CC(C)O1 (configuration not stated)	0.2	/	16	-14	-1	-4	3	0.1	0.1
Clc1ccc(Cl)c(-c2nn3c(Cn4cnc5ccccc54)nnc3s2)c1	0.2	0.5	7	6	-3	7	4	-0.6	-0.6
N#Cc1ccccc1OCCOCCNC1CCCC1	0.4	/	5	1	5	-5	-3	-0.1	-2.3
COc1cccc(C(=O)NNC2=CC(=O)CC(C)(C)C2)c1	-0.8	-3.1	1	11	3	-4	-1	-2.3	-0.7
COC(=O)[C@]1(Cc2ccccc2)N[C@H](CN(C)C(=O)C2CCCCC2)[C@@H]2C(=O)N(Cc3ccccc3)C(=O)[C@@H]21	-0.7	-0.3	5	2	-3	-7	-3	-1.5	/
COc1ccc(COC(=O)c2ccc(S(=O)(=O)N3CCC(C)CC3)cc2)cc1	0.6	-1.1	7	-1	-5	2	2	-0.9	0.8
O=C(O)c1cccc(Cn2c(Cl)c(/C=N/NC(=O)c3ccccc3Cl)sc2=O)c1	-0.2	2.1	41*	12	1	-5	1	-15	0.2
O=C(c1c(F)cccc1F)N1CCCc2ccccc21	-1.2	-4.2	-1	-7	-2	?	-5	-4.2	-1.0
CC(=O)c1sc(NC(=O)CS(=O)(=O)c2ccccc2)nc1-c1ccccc1	0.4	1.0	10	8	-1	8	5	-1.1	0.2
CCOC(=O)N1CCN(c2c(NCc3ccc(F)cc3)c(=O)c2=O)CC1	0.2	/	0	-11	6	-1	-4	-5.1	1.3
Cc1ccc(C(=O)NC(C)c2ccc(F)cc2)cc1 (configuration not stated)	-0.4	/	5	-11	-4	-2	1	-0.5	-0.1
COc1ccc(OC)c(NC(=O)C2(C)CCN2Cc2cccc(OC)c2OC)c1 (configuration not stated)	-0.2	-0.8	-1	5	-2	-4	-4	-3.6	/
O=C(Cn1c(Cc2ccccc2)nc2ccccc21)NCc1ccc2c(c1)OCO2	0.9	/	-11	-16	6	-1	1	-1.8	0.5
O=c1c2cnn(-c3ccccc3)c2ncn1Cc1cccc(Cl)c1	0.2	-1.5	-10	9	5	1	4	-0.7	1.2
CC1(C(=O)Nc2cccc3c2CCCC3)CCN1C(=O)c1cccc(F)c1 (configuration not stated)	-0.4	3.0	4	7	2	-1	-3	-20	/
CCOC(=O)c1ccc(NC(=O)c2c(O)[nH]c(=O)[nH]c2=O)cc1	-0.3	0.2	1	-2	-2	0	0	-3.5	1.5
CN(C(=S)NC(=O)Cc1ccccc1)c1ccccc1	0.0	/	7	4	8	-7	-2	-3.7	-3.0
Cc1ccccc1OCC(=O)N/N=C/c1ccncc1	-0.1	/	4	-6	-2	0	1	-3.7	1.2
O=S(=O)(Nc1ncccn1)c1ccc(NC(=S)NCc2ccco2)cc1	-1.6	/	5	8	8	-10	-3	-3.7	-2.0
COc1ccccc1NC(=O)CSc1nc2ncccc2[nH]1	0.5	-1.1	4	-6	1	-16	-1	1.2	4.6
O=C(NC1CCCCC1)C(c1cccnc1)N(C(=O)CCl)c1ccc(F)cc1 (configuration not stated)	0.5	5.7	-1	-3	4	-2	0	-1.9	-0.9
O=C(CC[C@H]1O[C@@H](n2ccc(=O)[nH]c2=O)[C@H](O)[C@@H]1O)NCCc1c[nH]c2ccccc12	-0.2	-0.3	/	2	5	2	3	-0.6	/
Cc1cccc(NC(=S)NC2CC3CCC(C2)N3Cc2ccco2)c1C (configuration not stated)	-0.4	0.5	6	1	-3	9	1	0.1	1.5
O=[N+]([O-])c1cccnc1Sc1ccc(F)cc1	6.5	-1.3	9	-14	-20	?	1	-2.4	-0.3
O=C(COc1ccccc1C(=O)c1cnn(-c2ccccc2)c1)Nc1ccc2ccccc2c1	-1.0	-0.9	11	3	7	-9	-1	-0.4	-2.7
CCOC(=O)[C@H]1[C@H]2COc3ccccc3[C@@H]2N2C(=O)c3ccccc3NC(=O)[C@@]12C	-0.9	-1.7	7	6	5	-4	0	-2.6	-1.0
CC(C)=CC(=O)NCc1c(Cl)cccc1-n1cccc1	-2.1	-0.9	6	4	1	-4	2	-1.8	-2.0
Cc1cc(C)c(C#N)c(SCC(=O)Nc2ccccc2C(N)=O)n1	?	-1.3	4	7	9	8	0	-0.6	2.3
O=C(Nc1nc2ccsc2c(=O)s1)c1ccc(Cl)cc1	1.3	-0.4	-7	9	6	?	-3	-3.4	3.9
c1ccc2c(-c3ccc(OCCN4CCCCC4)cc3)c(-c3ccsc3)sc2c1	-1.5	-2.0	11	5	-1	-20	-1	-3.4	1.3
O=C1NC(=NCc2ccccc2)S/C1=C\c1ccccc1	-0.1	-2.3	43*	14	-5	6	-2	0.2	0.1
COc1ccccc1C(=O)OCC(=O)NC1CCCC1	-2.0	-0.8	2	14	2	-8	4	-1.9	0.1
COc1cc(NC(=O)[C@@H]2CCCN(S(=O)(=O)c3cccc4cccnc34)C2)cc(OC)c1OC	0.1	-7.3	4	-7	9	1	6	-0.5	0.0
CCCCCCn1c(C)nc2c(c1=O)c1nc3ccccc3nc1n2/N=C/c1ccco1	1.0	-0.7	27	-1	-2	2	6	-5.5	2.8
CC1CCN(C(=O)COc2cccc3c2CCN(C)C3=O)CC1	0.3	/	0	1	-2	-4	1	-0.6	1.5
CNC(=O)NC(=O)CSc1nc2sccc2c(=O)n1-c1ccccc1	1.4	/	7	5	-3	11	3	-2.2	-0.6
CC(=O)Nc1sc(C)c(C)c1C(=O)OCC(=O)N(Cc1ccccc1)C(C)C	0.1	-5.2	19	4	1	-4	1	0.5	-2.4
COc1ccc2nc(SCC(=O)Nc3c(C)cc(C)cc3C)[nH]c2c1	-1.4	-2.5	3	-14	0	-8	1	-2.7	0.0
O=C(NNC(=S)NCc1ccco1)C(c1ccccc1)c1ccccc1	-0.3	/	-1	-7	10	-4	-1	-3.9	0.8
COc1cccc(S(=O)(=O)Nc2ccc(C(=O)N3CCOCC3)cc2)c1	-0.8	/	9	-4	1	-1	1	-1.0	-1.4
O=C(N/N=C/c1cccc(OCc2ccccc2)c1)c1ccc(Br)cc1	-0.5	/	23	6	-1	0	-1	-1.0	-3.2
Cc1onc(-c2c(Cl)cccc2Cl)c1C(=O)N/N=C(\N)COc1ccc(Cl)cc1	/	/	4	5	13	/	-3	-2.0	-2.5
CC(=O)Nc1cccc(NC(=O)c2ccccc2OCc2ccccc2)c1	-0.4	-3.3	-8	-2	10	3	-4	-4.0	-0.5
O=C(CO/N=C/c1ccccc1OC(F)F)NCc1ccco1	-0.1	-0.1	4	4	-3	5	6	-1.2	-0.4
O=C1CC(/C=C/c2ccc([N+](=O)[O-])cc2)=Nc2ccccc2N1	-0.3	-2.3	12	4	-5	-8	-2	-6.0	-0.2
COC(=O)C[C@H](NC(=O)Cn1cnc(C(=O)Nc2ccc(C)c(C)c2)n1)C(=O)OC	-0.2	0.6	-14	-1	-1	-3	1	-1.5	/
COc1ccc(C(=O)CCC(C)(C)[N+](=O)[O-])cc1OC	-0.5	/	-4	-2	3	1	-4	-4.2	-0.5
NC(=S)N/N=C/c1cc([N+](=O)[O-])ccc1Cl	-0.1	-4.0	10	13	-17	2	-3	-1.4	-2.2

# Assay outcomes from PubChem.
